Source: PubChem
TDP2 absorb: human TDP2 enzyme inhibitors, primary screen, biochemical, epi absorbance, recombinant enzyme | Tyrosyl-DNA phosphodiesterase 2 (Homo sapiens), O95551 | T5PNP hydrolysis, p-nitrophenol absorbance 415 nm | inhibition, % at 12.8 µM | 370,000 compounds, 0.34% hits;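 active = inhibition above the mean of all tested compounds plus 3 SD, set per campaign, cut at about 25% in these data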;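 note: 0% = DMSO with enzyme and 100% = buffer with substrate but no TDP2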
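test system = human TDP2 enzyme | input = TDP2 enzyme at 120 nM final | medium = 50 mM Tris-HCl pH 7.5 with Mg2+, KCl, DTT, BSA | also added = T5PNP substrate, 5 mM | times = 2 h at 37 °C | technique = epi absorbance | benchmarks = high control without enzyme, low control DMSO plus TDP2 | replication = each compound tested once, singlicate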
ARFGAP1 inhibitor: inhibitors of rat ARFGAP1 GAP activity, primary screen, biochemical, fluorescence polarization, GDP tracer; 360,000 compounds, 0.26% hits; Arfgap1-stimulated ARF1 GTP hydrolysis, GDP FP detection; inhibition, % at 16.5 µM; ADP-ribosylation factor GTPase-activating protein 1 (Rattus norvegicus), Q62848;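 active = inhibition above a per-plate limit, mean inhibition of low control wells plus 3 SD, cut at about 25% in these data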;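 note: 0% = DMSO wells with enzyme and 100% = wells lacking Arfgap1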
Target sequence (Q62848 1-136 limits assumed): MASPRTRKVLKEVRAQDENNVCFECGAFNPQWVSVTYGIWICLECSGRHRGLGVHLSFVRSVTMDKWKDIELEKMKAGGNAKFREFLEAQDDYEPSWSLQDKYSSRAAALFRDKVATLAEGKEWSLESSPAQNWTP
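material = rat Arfgap1 catalytic domain, aa 1-136 | also added = human ARF1(Δ1-17)-GTP substrate | compound dosing = one concentration, 16.5 µM, DMSO 1.26% | times = GTP hydrolysis reaction 2 h at 25 °C | measured by = FP, GDP Alexa 633 tracer displaced from anti-GDP antibody, 620/688 nm | evaluation = percent inhibition of Arfgap1-stimulated GTP hydrolysis | replication = single well per compound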
LEDGF integ inh: blockers of LEDGF/p75-dependent integrase strand transfer – biochemical, TR-FRET, high throughput, primary screen | HIV-1 integrase (with human LEDGF/p75) | TR-FRET IN-LEDGF/p75 DNA integration, Eu/Cy5 | inhibition, % at 3.7 µM | 370,000 compounds, 0.64% hits | AID 743269, 2014;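 active = inhibition above the screen-wide mean plus 3 SD, cut at about 13% in these data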;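 note: signal is the Cy5 over europium emission ratio at 671 and 618 nm; 0% = plate median of compound wells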
DDE Tn7 FP inh: inhibitors of Tn7 peptide binding to fibrin DD(E), primary screen, biochemical, fluorescence polarization, human fibrin, Tn7 probe. 370,000 compounds, 0.13% hits. AID 720508, 2013. inhibition, % at 8.3 µM. FP displacement of FITC-Tn7 peptide from fibrin DD(E); 0% = median of compound wells per plate;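 active = inhibition above the mean of compounds falling within the control limits plus 3 SD of them, cut at about 14% in these data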;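 note: 0% = plate median of compound wells and 100% = 10 µM Aha-Tn7 peptide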
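Assay system: human fibrin DD(E) protein / Input: 2 µM fibrin DD(E) / Benchmarks: high control of 10 µM Aha-Tn7 peptide / Measured by: fluorescence polarization of the labelled Tn7 tracer / Medium: Tris buffer with calcium and detergent, pH 7.8 / Timing: 10 min compound pre-incubation, 3 h probe incubation at room temperature / Repeats: one replicate per compound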
DDE Tn6 FP inh: inhibitors of Tn6 peptide binding to fibrin DD(E), primary screen, biochemical, fluorescence polarization, human fibrin, Tn6 probe. Fibrinogen beta chain (Homo sapiens), P02675. Fibrin DD(E) TRITC-Tn6 fluorescence polarization displacement. inhibition, % at 8.3 µM. 370,000 compounds, 0.21% hits. AID 720509, 2013;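 active = inhibition above a per-campaign cutoff: mean of compounds within control limits plus 3 SD, cut at about 15% in these data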;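 note: 0% = median of all compound wells on the plate and 100% = blocking peptide control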
ASAP1 inh: inhibitors of human ASAP1 ArfGAP activity, primary screen, biochemical, fluorescence polarization. Arf-GAP with SH3 domain, ANK repeat and PH domain-containing protein 1 (Homo sapiens), …. ASAP1-stimulated ARF1 GTP hydrolysis, GDP FP detection. inhibition, % at 16.5 µM. 360,000 compounds, 0.19% hits. AID 624377, 2012; in the data active = inhibition above about 25%;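 note: 0% = vehicle with enzyme and substrate and 100% = no enzyme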
PLCg1 inh: PLC-gamma1 enzyme inhibitors, primary screen, biochemical, fluorescence, purified enzyme | 370,000 compounds, 0.84% hits | inhibition, % at 12.2 µM | fluorogenic substrate | 1-phosphatidylinositol 4,5-bisphosphate phosphodiesterase gamma-1 (Homo sapiens), P19174; in the data active = inhibition above about 9.5%
KLK7 zymogen act: proKLK7 zymogen activators, primary screen, biochemical, fluorescence intensity | activation, % at 7 µM | 370,000 compounds, 0.9% hits | purified proKLK7, EDANS-DABCYL substrate fluorescence; 100% is mature enzyme control, 0% vehicle | Kallikrein-7 (Homo sapiens), P49862;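 active = activation above the mean of all tested compounds plus 3 SD, computed per campaign excluding outliers beyond control limits, cut at about 13% in these data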
ADAM17 inh: ADAM17 inhibitors, primary screen, biochemical, QFRET; Disintegrin and metalloproteinase domain-containing protein 17 (Homo sapiens), P78536; recombinant ADAM17, EDANS/DABCYL FRET peptide cleavage; inhibition, % at 6.95 µM; 370,000 compounds, 0.83% hits;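 active = inhibition above the mean of compounds lying between control limits plus 3 SD, set per campaign, cut at about 8.5% in these data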;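 note: 0% = DMSO-only wells as the low control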
Target sequence (P78536 215-824 limits assumed): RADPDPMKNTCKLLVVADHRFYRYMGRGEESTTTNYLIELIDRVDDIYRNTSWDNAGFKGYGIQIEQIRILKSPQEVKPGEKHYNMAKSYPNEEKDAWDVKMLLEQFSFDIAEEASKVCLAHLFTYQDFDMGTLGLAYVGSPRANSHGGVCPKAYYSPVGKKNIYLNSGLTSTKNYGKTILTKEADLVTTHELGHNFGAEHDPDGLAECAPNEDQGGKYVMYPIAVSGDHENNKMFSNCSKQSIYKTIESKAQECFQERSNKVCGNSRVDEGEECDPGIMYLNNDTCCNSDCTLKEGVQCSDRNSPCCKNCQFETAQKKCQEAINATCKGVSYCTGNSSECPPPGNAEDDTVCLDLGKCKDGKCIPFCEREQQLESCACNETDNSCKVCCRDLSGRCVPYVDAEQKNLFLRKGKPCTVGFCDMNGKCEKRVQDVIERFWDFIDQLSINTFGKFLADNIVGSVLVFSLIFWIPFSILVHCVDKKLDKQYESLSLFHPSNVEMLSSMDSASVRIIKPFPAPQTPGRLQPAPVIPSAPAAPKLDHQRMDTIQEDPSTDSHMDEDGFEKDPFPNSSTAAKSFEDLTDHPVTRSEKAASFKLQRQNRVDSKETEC
ADAM10 inh: human ADAM10 inhibitors, primary screen, biochemical, QFRET, HTS. Disintegrin and metalloproteinase domain-containing protein 10 (Homo sapiens), O14672. recombinant ADAM10, EDANS/DABCYL FRET peptide cleavage, 3 h. inhibition, % at 7 µM. 370,000 compounds, 0.62% hits. AID 720582, 2013;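 active = inhibition above a per-campaign cutoff equal to the mean of compounds falling between control-based bounds plus 3 SD, cut at about 20% in these data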;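 note: 0% = DMSO wells while the 100% control is not disclosed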
* hit, by the source's call; · = not tested or not shown.

Sequence of screens – TDP2 absorb, ARFGAP1 inhibitor, LEDGF integ inh, DDE Tn7 FP inh, DDE Tn6 FP inh, ASAP1 inh, PLCg1 inh, KLK7 zymogen act, ADAM17 inh, ADAM10 inh
CC(C)c1c(C(=O)N/N=C/C=C/c2ccccc2)nnn1-c1nonc1N
  -15.1, 10.7, -1.6, 1.1, -3.6, 4.7, 3.7, -0.7, 2.9, 5.0
COC(=O)CSc1nnc(COc2ccc([N+](=O)[O-])cc2)n1C
  2.0, 3.2, 6.8, -9.3, -2.4, 4.5, 5.6, 0.4, -0.5, -4.2
N#CCCn1nc(-c2ccc(Cl)cc2)cc1Nc1ccccc1NC(=O)C(F)(F)F
  4.9, -4.6, -0.9, -6.5, -4.6, -11.6, -2.7, -0.1, -2.0, -5.0
O=[N+]([O-])C1C(c2ccccc2)=NOC1c1ccccc1O (configuration not stated)
  -1.8, 9.9, -4.7, -0.2, 0.6, -4.2, -3.1, 0.0, -4.3, -0.8
Cc1cccc(C)c1NC(=O)CN(C)C(=O)c1ccc2nc[nH]c2c1
  7.2, -9.2, 1.9, 10.4, 6.9, -5.1, -1.2, -0.5, -3.4, 7.4
COc1cccc(NC(=O)CN(C)C(=O)c2c(-c3ccccc3)noc2C)c1
  -6.9, 0.7, 3.9, -6.9, 6.4, -11.3, -0.4, 0.2, -4.1, 0.2
COC(=O)CSc1nc(SCc2ccc(C)cc2)nc2c1CCCC2
  -2.2, 0.4, 1.1, -2.5, 2.4, 4.4, 2.9, 0.2, 3.1, -2.5
N#Cc1ccc(-c2ccc(OCC3CNC(=O)O3)cc2)cc1 (configuration not stated)
  17.6, -0.8, -0.6, 3.2, -4.8, -0.9, -5.1, 0.7, -13.7, -24.5
Cc1nn(Cc2c(Cl)cccc2Cl)c(C)c1NC(=O)c1cnn2c(C(F)F)cc(-c3ccccc3)nc12
  0.6, 2.8, 1.9, -1.0, 4.7, 11.1, -3.9, 0.7, -5.8, -10.2
O=S1(=O)c2ccc(Br)cc2OC[C@@H](c2ccccc2)N1Cc1cn(Cc2ccccc2)nn1
  -2.9, ·, 3.2, -3.4, 4.8, ·, 0.4, 0.1, 4.0, 7.7
O=C(NCc1ccc2c(c1)OCO2)C(=O)NCC1OCCCN1S(=O)(=O)c1ccccc1 (configuration not stated)
  -19.0, -9.5, 9.5, -1.1, -1.7, -7.0, 8.8, 0.1, 5.7, 4.1
CC(=O)Nc1ccc(NC(=O)CSc2nnc(C)n2-c2ccccc2)cc1
  -11.8, 0.3, 5.7, 5.1, 0.2, 2.6, 4.5, -1.0, 1.4, 2.3
CCOc1cccc2sc(N(CCN(C)C)C(=O)c3ccc(Br)s3)nc12
  3.7, 4.4, -0.1, 4.0, -4.1, 2.0, -3.1, -27.4, -7.7, -2.4
Cc1cc(C)c(C(=O)CSc2nnc(N)s2)c(C)c1
  3.3, -3.9, -1.0, 1.1, -3.4, 11.3, -0.7, 0.5, -1.9, 7.1
O=C(CSc1ccc2nnc(-c3ccncc3)n2n1)NCc1ccco1
  1.0, 8.2, 2.2, -0.8, 12.9, 7.8, -3.6, 0.3, -3.2, -16.7
CCCc1ccc(-c2cc(NC(=O)Cc3c(C)[nH]c4ccccc34)ccc2N(C)c2cccnc2)cc1
  -10.5, 1.1, 5.8, -1.7, -3.1, -8.9, -18.5, -0.2, 6.6, -7.4
Cc1ccc(-n2c(C)cc3c2CC(C)(C)CC3=O)cc1C
  -0.8, -3.0, 0.8, 6.1, 8.6, -5.4, -3.3, 0.7, -0.1, 2.0
Cc1ccc(NCCC(=O)c2cccs2)cc1C
  2.7, -3.1, -3.6, -0.5, 0.0, -5.6, -1.7, -0.5, -1.4, -7.5
CC(=O)N1CCN(C(=O)c2ccc(Oc3ccccc3)cc2)CC1
  -10.9, -4.8, 4.7, -0.7, 1.0, -7.3, 4.6, 0.2, -5.6, 6.7
CCN(CC)c1ccc(/C=N/NC(=S)NC)c(O)c1
  -9.4, 9.8, 0.2, 2.8, -1.0, -11.0, -54.8, -8.4, -50.5, -164.6

Sorted by the number under ADAM10 inh (ascending): 3 from the list above.
Sequence of screens – TDP2 absorb, ARFGAP1 inhibitor, LEDGF integ inh, DDE Tn7 FP inh, DDE Tn6 FP inh, ASAP1 inh, PLCg1 inh, KLK7 zymogen act, ADAM17 inh, ADAM10 inh
N#Cc1ccc(-c2ccc(OCC3CNC(=O)O3)cc2)cc1 (configuration not stated)
  17.6, -0.8, -0.6, 3.2, -4.8, -0.9, -5.1, 0.7, -13.7, -24.5
N#CCCn1nc(-c2ccc(Cl)cc2)cc1Nc1ccccc1NC(=O)C(F)(F)F
  4.9, -4.6, -0.9, -6.5, -4.6, -11.6, -2.7, -0.1, -2.0, -5.0
Cc1cccc(C)c1NC(=O)CN(C)C(=O)c1ccc2nc[nH]c2c1
  7.2, -9.2, 1.9, 10.4, 6.9, -5.1, -1.2, -0.5, -3.4, 7.4
